Salmonella PhoP GFP: PhoP regulon inhibitors, Salmonella typhi PhoP promoter GFP reporter, confirmatory (AID 1850); Salmonella Typhi PhoP-promoter GFP reporter, fluorescence, 4 h; higher % means a stronger effect; 0.33% of 310,000 active; inhibition, % at 50 µM, or IC50 in µM where a hit was titrated; in the data active = a potency from the dose series; inconclusive = inhibition mostly from about 25% at the one dose, without a potency; inactive = the rest, 99 in 100 with inhibition below about 19%;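 also: 0% = induced wells with vehicle and 100% = uninduced wells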
M. tuberculosis: growth inhibition of non-replicating M. tuberculosis (AID 488890); Mycobacterium tuberculosis non-replicating, growth inhibition; higher % means a stronger effect; inhibition, % at 25 µM, or IC50 in µM where a hit was titrated; 0.39% of 320,000 active; in the data active = a potency from the dose series; inconclusive = inhibition mostly from about 82% at the one dose, without a potency; inactive = the rest, 99 in 100 with inhibition below about 76%;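 also: plate controls were DMSO cells for no effect and high antibiotic wells for full effect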
influenza NS1A: H1N1 influenza NS1A inhibitors, functional cell based assay (AID 504329); NS1A functional cell-based assay, percent inhibition; higher % means a stronger effect; inhibition, % at 12.5 µM, or IC50 in µM where a hit was titrated; 0.3% of 340,000 active; in the data active = a potency from the dose series; inconclusive = inhibition above about 27% without an active follow-up result; also: strong numbers were not always called active
H37Rv inhibition: M. tuberculosis growth inhibition, HTS (AID 449762); M. tuberculosis H37Rv growth inhibition, 7H9 media; higher % means a stronger effect; inhibition, % at 25 µM; hits with a dose series show IC50 in µM; 0.59% of 330,000 active; in the data active = a potency from the dose series; inconclusive = inhibition above about 70% without an active follow-up result;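 also: bacterial growth assessed after seven days of incubation; strong numbers were not always called active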
inhibitors of VEEV: inhibitors of VEEV TC-83 cytopathic effect, confirmation, Vero cells (AID 588727) | Vero cells, VEEV TC-83 cytopathic effect inhibition; higher % means a stronger effect | one-dose inhibition, % at 20 µM; IC50 in µM for titrated hits | 0.13% of 350,000 active; in the data active = a potency from the dose series; inconclusive = inhibition mostly from about 14% at the one dose, without a potency; inactive = the rest, 99 in 100 with inhibition below about 12%; also: strong numbers were not always called active
inhibitors of VEEV 10K pilot screen: also measured in inhibitors of VEEV; calls as there; inhibition, %; measured here: 10K pilot screen inhibition
The depositor's hits bear a star; i = inactive; ? = inconclusive; nt = no result given; & = joins results of further samples.

SMILES | Salmonella PhoP GFP | M. tuberculosis | influenza NS1A | H37Rv inhibition | inhibitors of VEEV | others
COc1ccc(-c2csc(NC(=O)C3CC(=O)N(Cc4ccco4)C3)n2)cc1 (centres undefined) | -6% | 2% | 2% | 57% | 6.9%
O=C(Nc1nnc(C2CC2)o1)c1ccc(S(=O)(=O)N2CCCCC2)cc1 | 0% | i | -3% | ? | 11%
COc1ccc(-c2cc3c(=O)n(CC(=O)N4CCN(C)CC4)ncn3n2)cc1 | 13% | -7% | 8% | 3% | 0.2%
COC(=O)c1ccc(C2C3=C(Nc4nnnn42)c2ccccc2OC3)cc1 (centres undefined) | -1% | 38% | 7% | -2% | 2.2%
C/C(N)=C(/C#N)C(=O)COC(=O)CNS(=O)(=O)c1ccc(F)c(F)c1F | 7% | -9% | -4% | 0% | 0.9%
O=C(CSc1nnc2ccccn12)NCCc1ccc(Cl)cc1 | 6% | -6% | -8% | 8% | 0.5%
Cc1ccc(C(=O)Nc2c(-c3cccs3)c(=O)c3ccccc3n2C)cc1 | -2% | -9% | -2% | 0% | 0.9%
CC1(C)OC(C)(C)/C(=C/Nc2ccc(O)cc2)C1=O | -4% | -3% | 1% | 7% | i
CCCn1c(SCC(=O)NC2CCCCC2)nnc1-c1ccncc1 | 0% | 0% | 2% | -3% | 0.2%
N=c1c(C(=O)NCCc2ccccc2)cc2c(=O)n3ccccc3nc2n1CCCN1CCOCC1 | 1% | 36% | 6% | 9% | 4.3%
CC(C)(C)c1ccc(OCC(=O)N/N=C/c2cc(Br)ccc2OC(=O)c2ccco2)cc1 | -2% | 54% | -6% | 3% | 7.7%
CCOC(=O)Cc1ncccc1C(=O)Nc1ccc(Oc2ccccc2)cc1 | 7% | 0% | 12% | 57% | ?
OCC[C@@H]1C[C@@H](O)[C@H](O)[C@@]2(Cc3ccccc3CCO2)O1 | 0% | 1% | 1% | -4% | 0.7% | inhibitors of VEEV 10K pilot screen=0.7
Cc1oc(-c2ccc(Cl)cc2)nc1CS(=O)CC(=O)NC1CCCCC1 (centres undefined) | -10% | 5% | 2% | -1% | 0.3%
CSc1ncccc1C(=O)N1CCN(S(=O)(=O)c2ccc3c(c2)OCCO3)CC1 | nt | 2% | -3% | 6% | i
COc1ccc(NC(=O)CSc2ccc(F)cc2)cc1S(=O)(=O)N1CCCCC1 | -3% | 18% | -3% | 0% | 0.5%
O=C(CSc1nnnn1Cc1ccccc1)c1ccccc1 | -7% | 39% | 27% | 8% | 1.0%
COc1cc(CC(=O)NCc2cccs2)cc(OC)c1OC | -2% | -6% | 2% | -5% | i
O=C(CN1CCC(N2CCCCC2)CC1)N1CCOCC1 | 6% | -5% | nt | -5% | nt
O=C(CCc1ccccc1)Nc1cc(S(=O)(=O)N2CCOCC2)ccc1N1CCCC1 | nt | nt | 4% | nt | 0.9%
C[C@]12C(=O)N(c3ccc(F)cc3)C(=O)N1[C@@H]1c3ccccc3OC[C@@H]1[C@H]2c1ccccc1 | 5% | 19% | 8% | 1% | 2.5%
CC(C)CN1CCN(Cc2c(F)cccc2Cl)CC1CCO (centres undefined) | 6% | 5% | -15% | -1% | i
Cc1cc(N2C(=O)C(O)=C(C(=O)c3ccc(C)o3)C2c2ccc([N+](=O)[O-])cc2)no1 (centres undefined) | -6% | 50% | 2% | -4% | i
Cc1ccc(C(C(=O)NC2CCCC2)N(Cc2ccco2)C(=O)CCC(=O)Nc2ccccn2)cc1 (centres undefined) | -2%&2% | 49% | 3% | 5% | 7.6%
O=C(CN1CCCC1)Nc1nc(-c2ccc3c(c2)CCN3C(=O)c2ccccc2F)cs1 | -1% | 12% | 10% | 48% | 3.2%
O=C(NOC(=O)c1ccccc1)c1ccccc1 | -3% | 22% | -2% | 7% | i
CCOc1ccccc1NC(=O)COC(=O)Cc1ccc(-c2ccccc2)cc1 | -2% | 71% | 1% | 2% | 0.3%
CC(C)(C)c1ccccc1NC(=O)CN1C(=O)NC2(CCCCCC2)C1=O | nt | 11% | -4% | -1% | 3.8%
COc1cc2c(cc1OC)CN(C(=O)c1ccc(Cl)c(S(=O)(=O)N3CCCC3)c1)CC2 | nt | 40% | -8% | 7% | 8.2%
O=C1CC(N2CCN(Cc3ccccc3)CC2)C(=O)N1c1ccc2c(c1)OCCO2 (centres undefined) | -1% | 1% | -1% | 8% | i
CC1Cc2ccccc2N1S(=O)(=O)c1cccc(C(=O)NCCCO)c1 (centres undefined) | -4% | -10% | -18% | -15% | 0.8%
O=C(OCC(=O)N1CCCc2ccccc21)c1cc(Cl)ccc1O | -2% | 12% | -7% | -18% | i
Cc1ccc(S(=O)(=O)N2CCN(C(=O)COc3ccc(Br)cc3)CC2)cc1 | nt | 29% | -2% | -14% | 1.0%
CCOC(=O)c1ccc(NS(=O)(=O)c2cn(C)cn2)cc1 | 1% | 3% | 8% | 7% | 0.6%
Cc1ccc2c(c1)/C(=C/c1ccccc1F)C(=O)N2 | -4% | 3% | 7% | 7% | i
COc1ccc(C(=O)NNS(=O)(=O)c2ccccc2)cc1 | 4% | -10% | -2% | 7% | 0.0%
CCn1c(CNc2ccc(F)cc2)nnc1SCC(=O)Nc1ccc(OC)cc1 | -13% | 37% | 2% | -4% | 2.6%
Cc1nc(CC(=O)NNS(=O)(=O)c2ccc3ccccc3c2)cs1 | -12% | 27% | -4% | 3% | 1.9%
O=C(OCc1nnc(-c2ccccc2)o1)c1ccco1 | 6% | 77% | 4% | 0% | 1.1%
CCN(CC)CCCN=C(C)c1c(O)n(-c2ccccc2)c(=O)[nH]c1=O | 10% | -3% | 1% | -16% | 0.1%
O=C(CSc1nnc(NC(=O)c2c(F)cccc2Cl)s1)Nc1ccccc1F | -5% | 50% | -2% | -2% | 3.3%
C/C(Cl)=C\CSc1nnc2n(N)c(=O)c3ccccc3n12 | -8% | -6% | 1% | -13% | 5.3%
COCCCn1c(SCc2ccc(OC)cc2)nc2cc(OC)c(OC)cc2c1=N | 4% | 36% | 3% | -5% | 1.6%
COc1ccc2c(c1)O/C(=C\c1sccc1C)C2=O | -4% | 47% | 3% | 1% | i
COc1ccc2c(c1)C(C)=CC(C)(C)N2S(=O)(=O)c1ccc(NC(C)=O)cc1 | -2% | 38% | -4% | 18% | 7.8%
CN(CCc1ccccc1)C(=O)c1cccc(NC(=O)Cc2cccc(NC(=O)C3CCCN(C(=O)C4CCCC4)C3)c2)c1 (centres undefined) | nt | nt | 4% | nt | 1.1%
CCOC(=O)C1CCN(S(=O)(=O)c2cccc3nonc23)CC1 | -2% | 5% | 9% | 0% | 1.1%
CCOc1ccc(CCNC(=O)C2CCN(S(=O)(=O)c3ccc(C)cc3)CC2)cc1OCC | 9% | 25% | -10% | 1% | 1.1%
COc1cccc(C2/C(=C(\O)c3ccc4c(c3)OCCO4)C(=O)C(=O)N2c2nnc(C)s2)c1 (centres undefined) | 2% | -6% | 2% | 7% | 1.3%
O=C(CCOc1ccccc1)OCC(=O)c1cc2ccccc2o1 | -11% | 16% | -4% | -1% | 7.2%
CCOC(=O)C1=C(CSCC(=O)OC)NC(=O)NC1c1cc(C)ccc1C (centres undefined) | -1% | -2% | -3% | -2% | 2.3%
Cc1nc2ccccn2c1C(=O)NN=C1CCN(C)CC1 | -5% | -20% | -5% | -8% | 0.1%
Cc1csc(=O)n1CCC(=O)OCC(=O)NCc1ccc(Cl)cc1Cl | 2% | -4% | 4% | -4% | 0.5%
COc1cccc(-n2nc(C(=O)N3CC(C)CC(C)C3)c3ccccc3c2=O)c1 (centres undefined) | 1% | 16% | -3% | 7% | i | inhibitors of VEEV 10K pilot screen=2.6
CCNc1nc(Oc2ccc(=O)n(-c3ccccc3)n2)nc(N(C)C)n1 | -21% | 20% | -17% | 0% | 1.2%
COc1ccc2nc(NNC(=O)C3COc4ccccc4O3)sc2c1 (centres undefined) | -7% | 14% | -10% | 5% | 0.3% | inhibitors of VEEV 10K pilot screen=0.3
COc1ccc2nc(NC(=O)CN(c3ccc(C)cc3)S(=O)(=O)c3c(C)nn(C)c3C)sc2c1 | 2% | 45% | -8% | ? | i
NC(=O)c1ccsc1NC(=O)CCS(=O)(=O)c1ccc(F)cc1 | 0% | -2% | -9% | 4% | 1.6%
Cc1ccc(Nc2nc(C)c(CCC(C)C)c(=O)[nH]2)cc1 | -9% | 13% | 15% | -9% | 3.5%
Cc1cc(C)c2cc(C#N)c(NCCNC(=S)NCCCN3CCOCC3)nc2c1 | 17% | 35% | -3% | 0% | 7.8%
Additional entries
SMILES | Salmonella PhoP GFP | M. tuberculosis | influenza NS1A | H37Rv inhibition | inhibitors of VEEV | others
CC(C)(C)NC(=O)CSCc1c(Cl)cccc1Cl | -9% | 15% | 2% | -3% | 0.9%
O=C(NCC1CCCO1)C(c1cccs1)N(Cc1ccccc1)C(=O)c1ccc(-c2ccccc2)[nH]1 (centres undefined) | -8% | 27% | 3% | 15% | 11%
Fc1ccccc1CNc1nc(-c2cccnc2)nc2ccccc12 | 4% | 29% | 7% | ? | 7.1%
Cc1ccc(Cc2cnc(N)s2)o1 | 15% | -6% | 2% | ? | 0.9%
CCCCc1cc(C)c(S(=O)(=O)c2ccccc2C)c(=O)[nH]1 | -1% | -2% | -21% | -1% | i
CCCCn1c(=O)[nH]c(=O)c2c1nc(-c1ccccc1F)n2Cc1ccccc1 | -11% | 21% | -1% | 2% | 6.5%
Cc1ccc(NC(=O)COC(=O)CCn2c(C)csc2=O)cc1S(=O)(=O)N1CCOCC1 | -8% | 4% | -12% | -2% | 1.3%
Cc1cc(SCC(=O)NC2(C#N)CCCCC2)nc2c(C)cccc12 | 4% | -1% | -4% | -5% | i
COc1ccccc1NS(=O)(=O)c1cc([N+](=O)[O-])ccc1N/N=C/c1sc(N2CCOCC2)nc1-c1ccccc1 | 11% | 4% | -8% | -3% | 2.3%
COc1ccccc1CNCc1ccc(C)cc1 | 3% | 5% | -6% | -2% | 1.8%
Cn1cnc(CCN)c1 | -7% | 10% | -2% | 5% | 1.4%
COc1cc2c(cc1OC)C13CCN4CC5CCOC6CC(=O)N2C1C6C5CC43 (centres undefined) | nt | nt | 0% | nt | 8.4%
O=C(CCc1nnc2ccc(N3CCCC3)nn12)Nc1ccc(F)cc1F | -6% | 5% | 0% | -6% | 3.0%
CCOc1ccc(/C=N/Nc2nc(=O)[nH]nc2C)cc1OC | -8% | -4% | -19% | 7% | 0.1%
CC(C)(C)c1ccc(Cn2nnc3c(=O)[nH]c(C4CCN(C(=O)c5ccco5)CC4)nc32)cc1 | nt | nt | 2% | nt | 4.6%

Arranged by SMILES length (low to high): some entries from above.
SMILES | Salmonella PhoP GFP | M. tuberculosis | influenza NS1A | H37Rv inhibition | inhibitors of VEEV | others
Cn1cnc(CCN)c1 | -7% | 10% | -2% | 5% | 1.4%
COc1ccccc1CNCc1ccc(C)cc1 | 3% | 5% | -6% | -2% | 1.8%
CC(C)(C)NC(=O)CSCc1c(Cl)cccc1Cl | -9% | 15% | 2% | -3% | 0.9%
Fc1ccccc1CNc1nc(-c2cccnc2)nc2ccccc12 | 4% | 29% | 7% | ? | 7.1%
CCOc1ccc(/C=N/Nc2nc(=O)[nH]nc2C)cc1OC | -8% | -4% | -19% | 7% | 0.1%
Cc1cc(SCC(=O)NC2(C#N)CCCCC2)nc2c(C)cccc12 | 4% | -1% | -4% | -5% | i
O=C(CCc1nnc2ccc(N3CCCC3)nn12)Nc1ccc(F)cc1F | -6% | 5% | 0% | -6% | 3.0%
Cc1cc(C)c2cc(C#N)c(NCCNC(=S)NCCCN3CCOCC3)nc2c1 | 17% | 35% | -3% | 0% | 7.8%
CCCCn1c(=O)[nH]c(=O)c2c1nc(-c1ccccc1F)n2Cc1ccccc1 | -11% | 21% | -1% | 2% | 6.5%
Cc1ccc(NC(=O)COC(=O)CCn2c(C)csc2=O)cc1S(=O)(=O)N1CCOCC1 | -8% | 4% | -12% | -2% | 1.3%
O=C(NCC1CCCO1)C(c1cccs1)N(Cc1ccccc1)C(=O)c1ccc(-c2ccccc2)[nH]1 (centres undefined) | -8% | 27% | 3% | 15% | 11%
CC(C)(C)c1ccc(Cn2nnc3c(=O)[nH]c(C4CCN(C(=O)c5ccco5)CC4)nc32)cc1 | nt | nt | 2% | nt | 4.6%
COc1ccccc1NS(=O)(=O)c1cc([N+](=O)[O-])ccc1N/N=C/c1sc(N2CCOCC2)nc1-c1ccccc1 | 11% | 4% | -8% | -3% | 2.3%

Rows are unselected, and some 1.5% of all compounds hit somewhere here.
